PAFAH2 FP inh = PAFAH2 enzyme inhibitors, primary screen, biochemical, fluorescence polarization, human; Platelet-activating factor acetylhydrolase 2, cytoplasmic (Homo sapiens), Q99487; recombinant PAFAH2, FP-rhodamine activity probe; inhibition, % at 3.39 µM; 340,000 tested, 0.99% active;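 active = inhibition above the mean over all tested compounds plus 3 SD, cut at about 30% in these data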;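 note: inhibitors block probe labeling of enzyme so polarization drops; 0% = enzyme with DMSO and 100% = wells lacking PAFAH2 protein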
LYPLA1 inh = LYPLA1 inhibitors, primary screen, counter-screen for PME1 inhibitor project, biochemical, fluorescence polarization, FP-Rh probe ABPP. 320,000 tested, 0.16% active. Acyl-protein thioesterase 1 (Homo sapiens), O75608. AID 2174, 2009. inhibition, % at 5.9 µM. recombinant LYPLA1;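 active = inhibition above the mean of all tested compounds plus 3 SD, set per campaign, cut at about 14% in these data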;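 note: inhibitors block serine hydrolase probe labeling of LYPLA1 so polarization falls; 0% = enzyme with DMSO and 100% = wells lacking LYPLA1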
PAFAH1B2 inh = PAFAH1B2 enzyme inhibitors, primary screen, biochemical, fluorescence polarization, human. recombinant PAFAH1B2, FP-rhodamine activity probe. inhibition, % at 3.39 µM. 340,000 tested, 1.2% active. Platelet-activating factor acetylhydrolase IB subunit alpha2 (Homo sapiens), P68402;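 active = inhibition above the mean of all tested compounds plus 3 SD, cut at about 24% in these data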;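 note: 0% = enzyme with DMSO and 100% = wells lacking PAFAH1B2; many of its hits are not listed in these tables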
PAFAH1B3 inh = PAFAH1B3 enzyme inhibitors, primary screen, biochemical, fluorescence polarization, human. recombinant PAFAH1B3, FP-rhodamine probe. inhibition, % at 3.39 µM. 340,000 tested, 0.28% active;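 active = inhibition above the screen-wide average of all tested compounds plus 3 SD, cut at about 25% in these data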;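 note: 0% = enzyme with DMSO only and 100% = wells lacking PAFAH1B3 protein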
GSTO1 counter = inhibitors of recombinant GSTO1, primary screen, counter-screen for RBBP9 inhibitor project, biochemical, fluorescence polarization. Glutathione S-transferase omega-1 (Homo sapiens), P78417. activity-based probe fluorescence polarization. inhibition, % at 5.96 µM. 300,000 tested, 1.1% active. AID 1974, 2009;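 active = inhibition above the campaign mean inhibition plus 3 SD, cut at about 35% in these data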;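 note: 0% = GSTO1-1 with DMSO and 100% = wells lacking GSTO1-1 enzyme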
PAD4 FP inh = human PAD4 inhibitors, primary screen, biochemical, fluorescence polarization, 1536-well format. Protein-arginine deiminase type-4 (Homo sapiens), Q9UM07. recombinant PAD4, RCA probe fluorescence polarization. inhibition, % at 6.36 µM. 330,000 tested, 0.41% active. AID 485272, 2010;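 active = percent inhibition above a cutoff equal to the mean of all tested compounds plus 3 SD, cut at about 15% in these data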;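 note: 0% = PAD4 with RCA probe and DMSO and 100% = probe without PAD4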
Target sequence (Q9UM07 whole entry, looked up): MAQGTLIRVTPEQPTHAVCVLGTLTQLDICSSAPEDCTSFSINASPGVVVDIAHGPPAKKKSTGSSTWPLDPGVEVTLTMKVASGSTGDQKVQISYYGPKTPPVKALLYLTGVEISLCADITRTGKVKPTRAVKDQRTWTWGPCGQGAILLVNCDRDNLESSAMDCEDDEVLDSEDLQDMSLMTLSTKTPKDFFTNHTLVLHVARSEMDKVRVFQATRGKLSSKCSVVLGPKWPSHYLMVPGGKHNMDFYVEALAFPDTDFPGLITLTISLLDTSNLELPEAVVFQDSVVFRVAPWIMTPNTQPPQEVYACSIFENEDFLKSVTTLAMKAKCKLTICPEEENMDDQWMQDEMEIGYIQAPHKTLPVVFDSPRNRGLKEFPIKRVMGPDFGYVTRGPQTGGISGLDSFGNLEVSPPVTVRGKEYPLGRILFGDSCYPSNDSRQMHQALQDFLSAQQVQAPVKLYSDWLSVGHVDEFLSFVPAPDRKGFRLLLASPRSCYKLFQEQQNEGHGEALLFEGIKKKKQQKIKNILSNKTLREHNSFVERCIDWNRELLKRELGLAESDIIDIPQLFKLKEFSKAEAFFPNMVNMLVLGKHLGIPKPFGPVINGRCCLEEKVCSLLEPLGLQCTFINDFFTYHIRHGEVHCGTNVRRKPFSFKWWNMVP
LYPLA2 inh = LYPLA2 inhibitors, primary screen, counter-screen for PME1 inhibitor project, biochemical, fluorescence polarization, FP-Rh probe ABPP; 320,000 tested, 0.38% active; AID 2177, 2009; recombinant LYPLA2; inhibition, % at 5.9 µM;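 active = inhibition above the screen-wide mean plus 3 SD, limit set per campaign, cut at about 26% in these data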;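 note: 0% = LYPLA2 with DMSO and 100% = wells lacking LYPLA2 enzyme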
pPAFAH inh = pPAFAH enzyme inhibitors, primary screen, biochemical, fluorescence polarization, human | inhibition, % at 3.39 µM | AID 463082, 2010 | 330,000 tested, 1.5% active | recombinant pPAFAH, FP-rhodamine probe fluorescence polarization | Platelet-activating factor acetylhydrolase (Homo sapiens), Q13093;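 active = inhibition above the mean inhibition across the screen plus 3 SD, cut at about 25% in these data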;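 note: inhibitors block binding of the rhodamine activity-based probe so polarization drops; 0% = enzyme with DMSO and 100% = wells lacking pPAFAH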
Target sequence (Q13093 whole entry, looked up): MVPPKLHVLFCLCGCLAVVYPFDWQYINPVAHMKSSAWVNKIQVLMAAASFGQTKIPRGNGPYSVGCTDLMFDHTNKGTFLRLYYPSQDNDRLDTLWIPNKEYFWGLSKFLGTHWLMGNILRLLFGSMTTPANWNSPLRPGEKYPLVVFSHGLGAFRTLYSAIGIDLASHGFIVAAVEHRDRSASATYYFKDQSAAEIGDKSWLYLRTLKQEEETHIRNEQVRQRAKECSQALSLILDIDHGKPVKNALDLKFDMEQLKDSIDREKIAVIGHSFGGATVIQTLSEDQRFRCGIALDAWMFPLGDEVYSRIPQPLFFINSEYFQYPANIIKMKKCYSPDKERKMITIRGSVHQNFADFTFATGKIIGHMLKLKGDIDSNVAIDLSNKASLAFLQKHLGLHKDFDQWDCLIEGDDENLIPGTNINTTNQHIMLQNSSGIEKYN
PREPL inhibitor = PREPL enzyme inhibitors, primary screen, biochemical, fluorescence polarization | Prolyl endopeptidase-like (Homo sapiens), Q4J6C6 | recombinant PREPL, fluorescence polarization activity-based probe | inhibition, % at 5.96 µM | 320,000 tested, 0.68% active | AID 2751, 2010; in the data active = inhibition above about 43%;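 note: 0% = enzyme with DMSO and 100% = wells lacking enzyme; many of its hits are not listed in these tables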
* hit, by the source's call; / = not tested or not shown.

SMILES	PAFAH2 FP inh	LYPLA1 inh	PAFAH1B2 inh	PAFAH1B3 inh	GSTO1 counter	PAD4 FP inh	LYPLA2 inh	pPAFAH inh	PREPL inhibitor
COc1cc(NC(=O)Nc2c(C)n(C)n(-c3ccccc3)c2=O)cc(OC)c1OC	4	5	7	5	5	2	1	0	6
Cc1cc(NC(=O)Cc2ccccc2)nc2c1c(=O)oc1ccccc12	-1	2	5	0	-3	-2	2	5	-1
N#Cc1cnc2cc(-c3ccccc3)nn2c1N	/	-4	/	/	2	2	-3	1	-45
O=C(CC(SCCO)c1ccc(F)cc1)c1ccco1 (stereo unspecified)	0	-5	6	1	2	-1	3	3	-10
CC(C)(C)/C(O)=C/c1nc2cc(Cl)ccc2oc1=O	3	1	4	2	10	-8	-5	16	19
CC(C)NC(=S)N/N=C/c1ccc2c(c1)OCCO2	-5	0	2	4	-5	-3	5	0	-2
COc1ccc(Cl)cc1NC(=O)c1ocnc1C	-2	-3	3	12	-2	-1	3	5	7
CCc1ccc(C(=O)NNC(=S)Nc2ccc(S(N)(=O)=O)cc2)s1	4	-1	7	2	-2	-5	-10	6	3
O=C(NC(=S)N1CCN(c2nc(-c3ccccc3)cs2)CC1)c1cncc(Br)c1	2	-6	6	6	11	-4	-4	10	6
COc1ccc(NC(=S)NC(=O)c2cncc(Br)c2)c(OC)c1	5	0	4	7	0	0	-7	0	8
COc1cccc(NS(=O)(=O)c2ccc3[nH]cc(C(=O)NCCCOC(C)C)c(=O)c3c2)c1	1	-7	2	-1	-27	-10	-12	29*	-6
CCOc1ccc(C(=O)Nc2ccccc2N2CCOCC2)cc1	-1	-1	2	-5	-2	-6	1	6	12
O=C(NCc1ccccc1OC(F)(F)F)C1CCC(=O)N(CCc2ccccn2)C1 (stereo unspecified)	5	1	-2	-3	1	1	8	5	-5
COC(=O)/C(C#N)=C/c1c[nH]c2ccccc12	3	-2	-6	4	-1	-2	-9	5	-4
O=C(NCc1ccco1)C12CN(Cc3ccccc3)CC1C(c1cccc([N+](=O)[O-])c1)=NO2 (stereo unspecified)	1	-1	4	2	-1	-2	-3	2	15
CCCOc1ccc(NC(=O)CC2C(=O)N(CC)C(=S)N2Cc2cccs2)cc1 (stereo unspecified)	-7	-3	3	5	4	-4	-6	-2	1
Cc1ccc(CCN2CC(C(=O)NC3CCCCC3)CC2=O)cc1 (stereo unspecified)	0	-3	6	3	4	3	-5	2	4
O=C(NCCOC(=O)c1ccc(C(=O)OCCNC(=O)c2ccccc2)o1)c1ccccc1	3	-2	0	5	8	3	0	-1	0
CCS(=O)(=O)C(C)(CCl)C(=O)Nc1ccc(C(=O)OC)cc1 (stereo unspecified)	1	-1	-1	-2	-1	6	3	-1	-3
O=C1c2cccnc2C(=O)N1Cc1ccc(Cl)cc1	8	4	11	-1	1	-1	3	1	10
O=S(=O)(Nc1ccccn1)c1cc(Cl)ccc1Cl	-4	-1	5	8	-1	-3	5	2	2
CCCN1CCN(C(=O)c2oc3ccccc3c2NC(=O)COc2ccc(OC)cc2)CC1	-7	-6	3	-4	0	2	-1	11	-5
O=C(O)c1cc2ccccc2c(=O)s1	-2	-1	3	2	1	1	-2	3	9
COc1ccc(C2CC(c3ccc4ccccc4c3)=NN2C(=O)CN2CCC(C(N)=O)CC2)cc1 (stereo unspecified)	0	-4	2	4	-25	-1	0	7	-7
CC(Oc1ccc(Cl)cc1)C(=O)NCCCn1ccnc1 (stereo unspecified)	-1	0	2	7	0	-2	1	-1	7
CC(Oc1ccc(Cl)cc1Cl)C(=O)NNC(=O)c1cccnc1 (stereo unspecified)	13	2	5	4	3	-4	2	11	-3
CC(C)(C)c1nn(-c2ccccc2)c2[nH]c(=O)c(C=O)cc12	3	4	4	-2	2	5	13	6	15
C(=C\c1ccccc1)/CN1CCN(Cc2ccc3c(c2)OCO3)CC1	5	1	5	9	0	1	2	4	-17
C1CCC(NC2=NCCC2)CC1	-10	1	2	11	2	-4	2	-3	13
CC1(C)CC(=O)C(C2(O)C(=O)N(Cc3ccccc3)c3ccccc32)CO1 (stereo unspecified)	-3	2	1	7	-3	-2	1	5	7
COc1ccc2[nH]cc(CCNC(=O)Cc3c(F)cccc3Cl)c2c1	3	2	5	-2	13	-3	0	-5	9
CC12CCC(C(=O)Nc3cccc(Cl)c3)(C(Br)C1=O)C2(C)C (stereo unspecified)	-7	-4	6	2	-2	-1	4	1	0
COc1ccc(NC(=O)CSc2nc(N)c(NC(=O)c3cccs3)c(=O)[nH]2)cc1	-1	2	4	7	8	1	6	3	21
COC(=O)CN1C(=O)N/C(=C/c2cc(Cl)c(OC)c(OC)c2)C1=O	-2	2	1	-4	2	-4	7	7	-1
Cc1cccc(-n2ncc3c(NCc4ccc5c(c4)OCO5)ncnc32)c1	-6	-13	-2	1	-1	1	-14	12	-13
Cc1ccccc1C(=O)Nc1c(C)[nH]c(=O)[nH]c1=O	-5	0	3	-1	-5	-1	-10	5	0
Cc1cc(=O)n2[nH]c(SCc3c(F)cccc3Cl)nc2n1	21	-1	6	-1	-5	4	-5	-1	-3
Cc1ccc(-c2nc3cnccn3c2Nc2ccc3c(c2)OCCO3)o1	-1	4	7	5	-3	0	7	15	17
O=C(Nc1cccc(Oc2ccc(C(=O)O)c(C(=O)O)c2)c1)c1ccc(-c2ccccc2)cc1	-8	-1	-1	2	-16	-3	54*	-11	-9
COc1ccc(NC(=O)c2cc(F)cc(F)c2)cc1Cl	1	-4	1	4	0	1	3	-5	-1

Compound profiles, as listed above. Order of values: PAFAH2 FP inh, LYPLA1 inh, PAFAH1B2 inh, PAFAH1B3 inh, GSTO1 counter, PAD4 FP inh, LYPLA2 inh, pPAFAH inh, PREPL inhibitor
`CC1(C)CC(=O)C(C2(O)C(=O)N(Cc3ccccc3)c3ccccc32)CO1` (stereo unspecified) across the screens: -3, 2, 1, 7, -3, -2, 1, 5, 7
`COc1ccc(NC(=O)c2cc(F)cc(F)c2)cc1Cl` across the screens: 1, -4, 1, 4, 0, 1, 3, -5, -1

Remaining list, next part.
SMILES	PAFAH2 FP inh	LYPLA1 inh	PAFAH1B2 inh	PAFAH1B3 inh	GSTO1 counter	PAD4 FP inh	LYPLA2 inh	pPAFAH inh	PREPL inhibitor
CCC1C(=O)N=C(SCC(=O)Nc2ccc(Br)cn2)NC1=O (stereo unspecified)	1	4	5	1	5	11	1	-2	6
CCN(c1cccc(C)c1)S(=O)(=O)c1ccc2c(c1)CCCN2C(C)=O	0	2	6	10	2	1	9	1	-13
O=C(Nc1nnc(Cc2ccc([N+](=O)[O-])cc2)s1)c1ccc2c(c1)OCO2	1	-2	2	-6	-1	3	-8	1	-6
C#CCOCCOCCOCCNc1nc(N2CCN(C(=O)[C@H](CCC(=O)O)n3cc(C(N)Cc4ccc(O)cc4)nn3)CC2)nc(N2CCN(C(=O)[C@H](CCC(=O)O)n3cc(C(N)Cc4ccc(O)cc4)nn3)CC2)n1 (stereo partly specified)	/	-2	/	/	-1	2	7	4	-2
CCn1cc([N+](=O)[O-])c(C(=O)N2N=C(c3ccc4ccccc4c3)CC2c2ccccc2O)n1 (stereo unspecified)	-17	-29	-15	-17	-35	-1	-60	-21	-10
CCOc1ccc(-c2nnn(CC(=O)NCc3ccc4c(c3)OCO4)n2)cc1	2	-6	-1	-11	-4	-5	-12	2	-12
Cc1ccccc1-c1noc(-c2ccc(O)cc2)n1	-9	-6	-1	-1	1	0	-7	-6	2
COc1c(Cl)ccc(Cl)c1C(=O)NCc1ccco1	-3	3	2	2	3	-1	3	0	4
COc1ccc(CSc2nnc(-c3ccncc3)n2N)cc1	0	-2	3	6	5	-2	-3	3	-1
COc1ccc(OC)c(NC(=O)COC(=O)COc2c(Cl)cc(Cl)c3ccc(C)nc23)c1	-5	3	2	-5	-6	0	0	5	7
CCc1c(C)c(C#N)c2nc3ccccc3n2c1NCc1ccccn1	3	-1	-1	11	-4	-2	-6	2	14
CC(/C=N/NC(=O)CCn1nnc2ccccc21)=C\c1ccccc1	1	-3	6	2	0	-5	2	3	-19
Cc1ccc(S(=O)(=O)NCC(=O)N2CCOCCOCCOCC2)cc1	-5	3	5	1	10	5	0	6	9
Cn1cc(C(CO)Cc2ccccc2)c2ccccc21 (stereo unspecified)	9	4	8	-3	/	-3	6	0	1
Cc1ccc(NC(=O)C2(S(=O)(=O)c3ccc(Cl)cc3)CC2)cc1	-7	2	-1	8	13	4	-4	0	-38
O=C(OC1CCCCC1=O)c1cccc(S(=O)(=O)N2CCCCC2)c1 (stereo unspecified)	5	1	2	1	11	1	-3	5	4
c1ccc(CNc2c3c(nc4ncnn24)CCCC3)nc1	-4	2	1	0	4	1	0	6	0
CCc1ccccc1NC1=NCC(=O)N1C1CCCCC1	1	-2	3	-1	2	1	-1	2	-5
Clc1cccc(-c2ccc(C=Nc3ccc(N4CCOCC4)cc3)o2)c1	-2	5	0	5	8	19*	10	12	33
CC(=O)c1cccc(S(=O)(=O)NCC2CCCCC2)c1	4	3	11	5	11	-6	-4	-1	5
CC(C)C[C@H](NC(=O)N1CC(=O)Nc2ccccc21)C(=O)N1CCC[C@H]1C(=O)O	9	1	5	4	-1	-2	-1	3	-6
Cc1cc(C(=O)NCc2ccc(C(=O)O)o2)c(C)o1	-1	-2	4	2	7	-1	-2	3	1
CC(C)C(=O)Nc1nnc(SCC(=O)NCC2CCCO2)s1 (stereo unspecified)	5	-3	-2	1	5	1	-4	0	-4
CSc1ccc(C(=O)C2CCCN(C(=O)c3cccnc3SC)C2)cc1 (stereo unspecified)	4	0	-1	-2	13	-6	-3	1	9
COc1ccc(S(=O)(=O)N2CCC(C(=O)Nc3ccc(OC)c(OC)c3)CC2)cc1C	5	2	-1	0	-3	-6	-2	3	11
COc1ccc(N2CCN(C(=O)C3CCCN(S(=O)(=O)c4c(C)noc4C)C3)CC2)cc1 (stereo unspecified)	1	3	5	1	7	-2	9	3	19
C[C@H](CO)N1C[C@H](C)[C@@H](CN(C)C(=O)Nc2ccc3c(c2)OCO3)Oc2ccc(NC(=O)CCC(F)(F)F)cc2C1=O	4	/	-2	-3	/	0	/	-1	3
O=[N+]([O-])c1ccc2nc(-c3ccccc3)oc2c1	4	3	0	1	1	1	5	2	0
CCOC(=O)c1c(C)n(CC(O)c2ccccc2)c2ccc(O)cc12 (stereo unspecified)	-8	-6	5	4	5	-7	-3	5	171*
Cc1c(N(C)C(=O)COc2ccc3ccccc3c2)c(=O)n(-c2ccccc2)n1C	-2	-2	1	7	-4	-1	-3	2	20
Cc1ccc(/C=C/C(=O)OC(C)C(=O)Nc2ncc(Cl)cc2Cl)o1 (stereo unspecified)	-4	1	3	-3	1	-1	9	4	2
CC1CC(C)CN(C(=O)c2ccc(S(=O)(=O)N3CCCC3)cc2)C1 (stereo unspecified)	-10	-1	6	5	-5	-3	5	4	6
c1ccc(C(c2ccccc2)c2nc(-c3cccnc3)no2)cc1	1	-2	3	8	6	3	4	13	16

High-throughput results as filed in PubChem BioAssay.

Not all compounds are listed (hit frequency here may not be typical).
